Screens (PubChem BioAssay)
PHOSPHO1 inh: PubChem AID 1565 | Phosphoethanolamine/phosphocholine phosphatase (Homo sapiens), Q8TCT1 | recombinant PHOSPHO1, absorbance phosphatase assay | inhibition, % at 13.3 µM | 1.1% of 290,000 active; in the data active means inhibition above about 60%
CRFBP-R2 agonist: agonists of CRF-BP/CRF-R2 complex, primary screen, cell-based, HEK293, calcium dye fluorescence, uHTS; CRF-binding protein / CRF receptor 2 complex (human); calcium dye fluorescence (FLIPR); percent of saturating CRF peptide response; activation, % at 13.2 µM; 0.46% of 350,000 active; AID 588473, 2011;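 active means activation of at least 50%, plus an integration ratio under a set limit after plate pattern correction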;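 further: plate controls were neutral control wells without compound for no effect and CRF at EC100 for full effect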
IDE act: human IDE activators in live cells, primary screen, fluorescence polarization, HEK cells, FAbeta-B substrate. Insulin-degrading enzyme (Homo sapiens), P14735. FAbeta-B cleavage; 0% vehicle, 100% cell-free pure enzyme wells. activation, % at 5.96 µM. 0.073% of 340,000 active;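 active means activation above the mean of all tested compounds plus 3 SD, set per screening campaign, cut at about 17% in these data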
MEKK3 PB1 HTS: modulators of MEKK3-MEK5 PB1 binding, primary screen, biochemical, wildtype MEKK3, multiplex bead flow cytometry, Alexa488-MEK5 | 1.4% of 290,000 active | bead-based flow cytometry, Alexa488-MEK5 binding to MEKK3; actives lie on both sides; 0 = blocked by unlabeled MEK5, 100 = vehicle | binding response (% of control), % at 10 µM;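 active means binding response more than 3 SD above or below the average of its plate-row segment, actives on both sides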;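 further: Alexa488 bead fluorescence after subtracting the streptavidin-only scavenger bead signal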
pCIP destab: p/CIP-EGFP fusion destabilizers, primary screen, fluorescence, F442A cells | Q05BA5 | 16 h | decrease of EGFP signal, % at 10 µM | 0.01% of 290,000 active | AID 1984, 2009;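 active means EGFP signal decrease of at least 30% at 10 µM or well 3 SD below plate mean, unless failing retest; inactive means the rest, including hits failing retest or dose response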; further: some compounds called inactive have numbers as strong as hits; many of its hits are not listed in these tables
CRFR2-BP antag: antagonists of CRF-BP/CRF-R2 complex, primary screen, cell-based, HEK293, calcium dye fluorescence, uHTS; CRF-induced calcium fluorescence; inhibition, % at 11.8 µM; 0.59% of 350,000 active;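 active means inhibition of the ligand-induced calcium signal above about 50% at the single tested concentration, limit read from the data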
GalR3 antagonist: GalR3 antagonists in HEK293 cells, primary screen, cell-based, fluorescence readout. Galanin receptor type 3 (Homo sapiens), O60755. HEK293 GalR3-CNG cAMP membrane potential fluorescence; galR3 body fused to GalR1 C-terminus. inhibition, % at 3 µM. 0.44% of 360,000 active. AID 651719, 2012;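 active means inhibition above the screen-wide average plus 3 SD, cut at about 13% in these data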;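 further: forskolin and galanin both at EC90 stimulate the cells; cAMP rise reported by CNG channel membrane potential dye signal; 0% = forskolin plus galanin with DMSO and 100% = forskolin alone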
CHRM4 PAM: human M4 muscarinic receptor positive allosteric modulators, primary screen, CHO-K1 cells, Fluo-8 calcium fluorescence; Muscarinic acetylcholine receptor M4 (Homo sapiens), P08173; CHO-K1 hM4/Gqi5, ACh EC20; 0% = ACh EC20, 100% = maximal ACh; activation, % at 3 µM; 0.4% of 360,000 active;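 active means activation above its plate's cutoff, the mean activation of sample wells plus 3 SD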; further: some results filed as inactive read as strong as hits
IDE cell inh: human IDE inhibitors in live cells, primary screen, fluorescence polarization, HEK cells, FAbetaB substrate | 0.41% of 320,000 active | inhibition, % at 5.59 µM | AID 434962, 2010 | Insulin-degrading enzyme (Homo sapiens), P14735 | FAbetaB cleavage;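 active means percent inhibition above the average of all tested compounds plus 3 SD, set per screening campaign, cut at about 16% in these data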;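 further: IDE supplied by intact live HEK cells; FP after avidin binding of uncleaved biotin substrate so inhibition keeps polarization high; 0% = DMSO wells and 100% = 60 µM reference IDE inhibitor Ii1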
Active calls of the source: *; x = not tested or not shown.

cpd	GalR3 antagonist	MEKK3 PB1 HTS	IDE cell inh	pCIP destab	CHRM4 PAM	CRFBP-R2 agonist	IDE act	CRFR2-BP antag	PHOSPHO1 inh	structure
1	x	101	2	-5	6	-1.3	-2	-8	-24	COCCNC(=O)C(c1ccc(Cl)cc1)N(C(=O)Cn1nnc2ccccc21)c1cccnc1 (stereo unspecified)
2	-4	x	-1	x	-3	0.3	0	8	x	O=C(CC1OC(=O)c2ccccc21)Nc1cc(Cl)ccc1N1CCCC1 (stereo unspecified)
3	-4	133*	0	1	-2	0.1	1	4	24	NS(=O)(=O)c1ccc(Nc2ccc3nonc3c2[N+](=O)[O-])cc1
4	0	113	-14	-1	4	-1.5	6	6	-11	COc1ccc(CNCC(O)COc2ccc(C)cc2[N+](=O)[O-])cc1 (stereo unspecified)
5	-6	104	8	-2	-3	-3.4	-7	-3	-2	Cc1ccc(S(=O)(=O)N(C(=O)c2ccncc2)c2ccc(OC(=O)c3ccncc3)c3ccccc23)cc1
6	-5	x	x	x	3	-0.3	x	13	x	COC(=O)c1cccc(NC(=O)c2cccc(-n3cnnn3)c2)c1
7	-2	x	2	x	-2	-2.1	-2	10	x	Cc1ccc(S(=O)(=O)N(C)CC(=O)Oc2ccc(-c3nnco3)cc2)cc1
8	-1	x	-5	x	-5	-0.3	1	-17	x	Cc1ccc(C(C)C)cc1OCC(=O)NC1CCCCCCC1
9	-9	105	7	1	6	1.9	-4	1	-6	CN(C)CCN(Cc1ccccc1)c1nccc(N(C)C)c1C#N
10	-5	97	-3	-8	6	-1.3	0	1	14	O=C(Nn1cnnc1)C1CCCN1S(=O)(=O)c1ccc(F)cc1 (stereo unspecified)
11	-6	100	-5	-34	-5	-1.4	4	-5	29	O=C(Cc1ccc(Cl)cc1)Nc1ccncc1
12	-5	96	-2	0	0	3.5	0	-10	-5	COc1cc(/C=C(\C#N)C(=O)N2CCOCC2)cc(Br)c1O
13	-7	105	4	8	-6	0.0	0	-1	-14	CCCCOC(=O)c1cc(=O)[nH]c2ccccc12
14	-7	100	x	-9	-6	1.7	x	-5	8	COC(=O)/C(=C/c1cn(C(C)=O)c2ccccc12)[N+](=O)[O-]
15	4	98	-3	-4	-7	0.8	0	-33	-9	COc1ccc(NC(=O)C(C)Sc2nnc3c4c(nc(-c5ccc(OC)cc5)n23)CC(C)(C)OC4)cc1 (stereo unspecified)
16	x	95	-2	-29	-3	0.4	-5	-30	19	COc1ccccc1CNC(=O)c1oc2ccc(S(=O)(=O)N3CCCC3)cc2c1C
17	-9	97	1	5	0	0.3	-3	-1	5	N#Cc1ccccc1S(=O)(=O)N1CCN(C(=O)C2CCCC2)CC1
18	-3	102	x	1	-17	-1.2	0	23	-15	CCOC(=O)c1ccc(S(=O)(=O)Nc2ccccc2-c2nnn(CC)n2)cc1
19	-5	98	1	0	0	-0.5	11	2	45	Nc1nnn(CC(=O)N/N=C/c2ccco2)n1
20	-5	106	3	-3	11	-1.0	6	17	-16	Cc1cccc(NC(=O)C2(c3cccs3)CCOCC2)n1
21	-3	101	-2	2	2	-2.2	2	4	-4	COc1cc(NC(=O)CSc2nc3ccccc3cc2C)c(C(=O)O)cc1OC
22	-10	93	-1	-18	4	0.8	-2	5	18	CS(=O)(=O)N1CCC(Oc2ccccc2C(=O)NC2CCCCCC2)CC1
23	0	x	-1	x	7	0.5	12	-7	x	CC(C)C(NC(=O)c1ccccc1)C(=O)OCC(=O)N1CCCC1 (stereo unspecified)
24	-2	98	2	-7	23	2.1	4	-3	7	CC1C(=O)CCC1(C(=O)O)c1ccccc1 (stereo unspecified)
25	-5	98	6	-6	6	0.1	3	-17	-17	CN(C)c1ccc(C(=O)OCC(=O)c2cccs2)cc1
26	-6	99	5	-2	11	1.5	1	25	40	O=C(CNS(=O)(=O)c1ccc(Cl)cc1)N/N=C/c1ccco1
27	-1	100	9	-3	3	2.3	-1	-69	-15	C=CCn1c(SCc2nc3cc(C(F)(F)F)ccc3c(=O)[nH]2)nc2sc(CC)cc2c1=O
28	-1	105	-2	-3	5	3.7	2	-31	-3	COc1cc(S(=O)(=O)N2CCC(c3nc4ccccc4s3)CC2)ccc1S(=O)(=O)NC1CCCC1
29	27*	93	1	-8	3	2.0	-1	9	1	Cc1cc(Br)c(OCc2ccc(C(=O)N/N=C3\CC4CC=CC34)cc2)c(Br)c1 (stereo unspecified)
30	-1	101	2	-7	4	-0.5	7	-7	-3	CCOC(=O)NCCc1c(C)nc2c(c(C)nn2C(C)(C)C)c1C
31	-5	x	3	x	3	-3.8	2	11	x	Cc1cc(C)n2nc(C(=O)OCC(=O)Nc3ccc(C)c(F)c3)nc2n1
32	-5	100	5	-4	2	3.4	2	-16	-14	COc1cc(-c2noc(-c3cccs3)n2)cc(OC)c1OC
33	8	99	-8	-12	-2	-0.3	0	3	27	Cc1nc(C)n(CC(C)C(=O)N2CCN(S(=O)(=O)c3ccccc3)CC2)n1 (stereo unspecified)
34	1	100	4	2	0	-0.6	5	-4	-3	Cc1ccc(S(=O)(=O)N2CCCC2)cc1S(=O)(=O)N1CCCC1
35	-10	109	4	2	11	2.4	-2	0	52	CCN(CC)S(=O)(=O)c1ccc(N(C)CCc2ccc(OC)c(OC)c2)nc1
36	-6	99	1	-7	-1	0.7	0	6	30	CCOC(=O)c1cc(S(=O)(=O)N2CCOCC2)cn1C
37	3	109	-3	-6	-1	0.1	4	15	43	CN(CCO)C(=O)c1ccc(-c2nn(C)c(=O)c3ccccc23)cc1
38	-7	117	1	-12	-8	1.0	2	28	14	CC(Oc1ccc(Cl)cc1)c1ccnn1S(=O)(=O)c1ccc(Cl)cc1 (stereo unspecified)
39	6	100	x	-19	1	7.0	8	10	-26	NC(=S)n1[nH]c(-c2ccc([N+](=O)[O-])cc2)c(N=Nc2cccc(Cl)c2)c1=O
40	-8	104	1	-8	-3	4.3	-5	-16	-8	O=C(CCCOc1ccc(Cl)cc1)N1CCCCC1
41	-4	x	1	x	8	1.2	3	3	x	COc1ccc(C(CNC(=O)CNC(=O)c2cccc(Cl)c2)N2CCCC2)cc1 (stereo unspecified)
42	x	107	-2	-11	-1	-1.4	-2	6	-9	COc1nc(NCC(C)C)nc(Oc2ccc(=O)n(-c3ccccc3)n2)n1
43	-2	104	7	-2	13	3.9	4	1	-6	COc1ccc(C2CC(c3ccccc3)=NN2C(=O)COC(=O)c2cccnc2)cc1 (stereo unspecified)
44	-5	92	9	-4	1	9.2	x	-20	18	Cc1cc(F)ccc1S(=O)(=O)N(C(=O)c1ccncc1)c1ccc(OC(=O)c2ccncc2)cc1
45	11	100	-3	0	-11	0.7	5	-9	-15	COc1cccc(-n2c(CN3CCN(c4ccccc4)CC3)nc3ccc([N+](=O)[O-])cc3c2=O)c1
46	-3	107	1	11	3	0.0	1	-4	-8	O=C(NCCCN1CCN(Cc2ccccc2Cl)CC1)Nc1ccccc1
47	-6	x	3	2	1	2.0	-2	27	8	c1ccc(-c2nccc(-c3ccc(-n4cnc5ccccc54)cc3)n2)cc1
48	1	102	-4	-3	0	-1.4	0	-2	44	Cc1cc(C)c2nc(C)cc(Nc3ccc(C(=O)NCCO)cc3)c2c1
49	-4	x	0	x	4	-0.8	2	-2	x	O=C(Nc1ccc2c(c1)OCO2)c1ccc(CO)cc1
50	-4	105	5	0	4	1.2	2	18	-16	Cc1ccc(NC(=O)c2ccc3c(c2)CCN3S(C)(=O)=O)c(C)c1
51	-4	x	3	x	-6	-0.2	7	-5	x	CN(CC(=O)Nc1ccc(N2CCOCC2)cc1)C(=O)CCc1ccccc1Cl
52	-5	106	1	17	-9	3.7	-1	-16	-4	CC1(C)Cc2c(sc(/N=C/N3CCCCCC3)c2C#N)C(C)(C)N1
53	-4	86	7	2	-4	2.0	7	-11	42	COc1ccccc1OCCCC(=O)Nc1ccc(N2CCOCC2)cc1
54	-3	96	x	-20	-2	1.7	3	-32	33	O=C(NN=C1CCC(=NNC(=O)c2ccccn2)CC1)c1ccccn1
55	-1	x	x	x	1	-0.7	-18	-13	x	CCCCCC1C(=O)C[C@@H]2CCN3C(=O)CCC[C@H]1[C@H]23 (stereo partly specified)
56	-2	104	3	2	-7	0.2	-2	-3	-30	Cc1ccc(SCC(=O)NCC(C)C)cc1
57	-8	100	-6	2	0	-0.1	8	23	44	CCOc1ccc(NC(=O)CSc2nnc(CNC(=O)c3cccs3)o2)cc1
58	-4	98	6	-6	3	0.0	1	-16	5	CCOC(=O)/C(C(N)=NC(C)C)=C(\O)c1ccccc1
59	-7	103	1	5	4	-1.1	3	-1	65*	CCOC(=O)c1c(S(=O)(=O)Nc2ccccn2)c(C)n(C)c1C
60	-10	106	x	18	x	1.2	x	1	15	COc1cc(C(=O)Nc2ccc3ccccc3c2)cc(OC)c1OC

Record cards, from the list above. Screens in order: GalR3 antagonist	MEKK3 PB1 HTS	IDE cell inh	pCIP destab	CHRM4 PAM	CRFBP-R2 agonist	IDE act	CRFR2-BP antag	PHOSPHO1 inh
Listed for COc1cc(C(=O)Nc2ccc3ccccc3c2)cc(OC)c1OC → -10	106	x	18	x	1.2	x	1	15
Listed for CCOC(=O)c1c(S(=O)(=O)Nc2ccccn2)c(C)n(C)c1C → -7	103	1	5	4	-1.1	3	-1	65*

More structures.
cpd	GalR3 antagonist	MEKK3 PB1 HTS	IDE cell inh	pCIP destab	CHRM4 PAM	CRFBP-R2 agonist	IDE act	CRFR2-BP antag	PHOSPHO1 inh	structure
61	-3	x	-1	x	-12	1.1	-3	-2	x	Cc1ccc(S(=O)(=O)N2CCOCC2)cc1NC(=O)COc1ccc(C(=O)c2ccccc2)cc1
62	0	104	5	-4	6	-1.0	10	-10	45	O=C(CSc1nc2ccccc2[nH]1)Nc1ccc2c(c1)OCCO2
63	-1	102	5	-3	7	0.5	2	5	1	O=C(O)CCn1[nH]c(=O)c2ccccc2c1=O
64	0	94	-1	10	-1	-0.5	5	-19	-15	CC(C)(C)Cc1nnc(NC(=O)Cc2ccc([N+](=O)[O-])cc2)s1
